Assay outcomes as filed in PubChem BioAssay.
M5 ag = agonists of human muscarinic M5 receptor (CHRM5); CHO-K1 hM5 cells, Fluo-8 calcium fluorescence; 0% DMSO wells, 100% maximal acetylcholine response; activation, % at 3 µM; 360,000 tested, 0.19% active; AID 624037;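 active = activation above the run's mean over test compounds plus 3 SD, cut at about 23% in these data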;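 note: signal is peak over basal fluorescence ratio across the kinetic read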
Target sequence (P08912 whole entry, looked up): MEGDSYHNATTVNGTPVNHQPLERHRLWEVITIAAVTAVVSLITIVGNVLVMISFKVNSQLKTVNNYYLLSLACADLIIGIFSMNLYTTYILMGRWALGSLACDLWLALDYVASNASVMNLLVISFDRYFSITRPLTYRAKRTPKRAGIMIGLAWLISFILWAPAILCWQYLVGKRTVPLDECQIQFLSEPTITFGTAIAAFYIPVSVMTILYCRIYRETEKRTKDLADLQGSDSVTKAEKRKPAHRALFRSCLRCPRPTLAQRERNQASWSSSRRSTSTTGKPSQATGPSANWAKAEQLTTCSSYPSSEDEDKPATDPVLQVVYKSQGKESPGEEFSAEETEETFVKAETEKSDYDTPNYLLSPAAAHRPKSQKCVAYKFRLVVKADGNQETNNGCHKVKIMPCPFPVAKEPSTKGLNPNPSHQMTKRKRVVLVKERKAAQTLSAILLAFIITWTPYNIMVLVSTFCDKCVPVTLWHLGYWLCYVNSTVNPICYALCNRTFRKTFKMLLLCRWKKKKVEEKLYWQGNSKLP
CHRM4 agonist = CHRM4 agonism in calcium assay; activation, % at 3 µM; 360,000 tested, 0.14% active; AID 624127; CHO-K1 hM4/Gqi5, Fluo-8 calcium fluorescence; vehicle 0%, full acetylcholine response 100%; P08173;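 active = activation above the run mean over all test wells plus 3 SD, cut at about 32% in these data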;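 note: peak over basal fluorescence ratio per well then scaled between controls; 0% = DMSO wells and 100% = acetylcholine at EC100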
CHRM5 antagonist = blocks acetylcholine activation of human M5 receptor | inhibition, % at 3 µM | P08912 | 360,000 tested, 0.59% active | CHO-hM5 cells, Fluo-8 calcium fluorescence, ACh EC80;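 active = inhibition above a per-plate cutoff, the mean of that plate's test compounds plus 3 SD, cut at about 27% in these data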;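 note: 0% = acetylcholine EC80 with DMSO and 100% = DMSO without agonist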
CHRM5 PAM = positive allosteric modulators of human muscarinic M5 receptor. P08912. CHO-K1 hM5, Fluo-8 calcium, ACh EC20 PAM; 0% = ACh EC20, 100% = ACh EC100. activation, % at 3 µM. 360,000 tested, 0.3% active;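 active = activation above the run cutoff, the mean activation of all test compounds plus 3 SD, cut at about 18% in these data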
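System: CHO-K1 hM5 cells. Reagent: acetylcholine, EC20 level. Compound dosing: single dose, 3 µM nominal final test concentration. Timing: Post-acetylcholine fluorescence recording 140 s. Detection: Fluo-8 calcium fluorescence. Read-out: % activation, ACh-normalized. Benchmarks: ACh EC20 and EC100 wells. Repeats: singlicate, one well per test compound.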
CHRM1 PAM = human CHRM1 positive allosteric modulation; activation, % at 3 µM; P11229; 360,000 tested, 0.088% active; CHO-K1 hM1, Fluo-8 calcium fluorescence, ACh EC20; 0% = ACh EC20, 100% = maximal ACh; in the data active = activation above about 19%, passing the limit was not always enough
Target sequence (P11229 whole entry, looked up): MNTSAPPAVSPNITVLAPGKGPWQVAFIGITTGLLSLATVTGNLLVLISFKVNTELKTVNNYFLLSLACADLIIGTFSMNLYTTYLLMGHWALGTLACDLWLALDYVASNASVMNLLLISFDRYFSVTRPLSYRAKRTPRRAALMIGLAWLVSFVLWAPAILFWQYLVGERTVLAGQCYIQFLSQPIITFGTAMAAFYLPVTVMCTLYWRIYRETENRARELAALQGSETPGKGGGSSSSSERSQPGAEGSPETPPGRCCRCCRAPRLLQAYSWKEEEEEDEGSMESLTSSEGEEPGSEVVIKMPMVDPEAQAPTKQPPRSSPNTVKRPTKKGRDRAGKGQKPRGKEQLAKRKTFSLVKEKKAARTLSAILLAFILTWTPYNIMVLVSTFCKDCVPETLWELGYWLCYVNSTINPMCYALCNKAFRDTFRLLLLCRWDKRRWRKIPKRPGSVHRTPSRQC
CRFBP-R2 block = blocks CRF-induced signaling of the CRF-BP/CRF-R2 complex. 350,000 tested, 0.59% active. inhibition, % at 11.8 µM. HEK293 CRF-R2/CRF-BP, CRF-induced calcium fluorescence;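 active = inhibition of the ligand-induced calcium signal above about 50% at the single tested concentration, limit read from the data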
CHRM4 antagonist = CHRM4 antagonism in calcium assay | P08173 | CHO-hM4 cells, ACh EC80, Fluo-8 calcium fluorescence | inhibition, % at 3 µM | 360,000 tested, 0.73% active;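 active = inhibition above its plate's cutoff, the mean inhibition of sample wells plus 3 SD, cut at about 27% in these data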;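 note: 0% = acetylcholine EC80 with DMSO and 100% = DMSO without agonist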
CRFR2-BP ag = CRF-BP/CRF-R2 complex agonism | AID 588473 | HEK293 CRF-R2/CRF-BP, calcium dye fluorescence (FLIPR); percent of saturating CRF peptide response | activation, % at 13.2 µM | 350,000 tested, 0.46% active;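 active = activation of at least 50%, plus an integration ratio under a set limit after plate pattern correction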;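 note: plate controls were neutral control wells without compound for no effect and CRF at EC100 for full effect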
CHRM4 PAM = potentiates acetylcholine response at human M4 receptor; activation, % at 3 µM; 360,000 tested, 0.4% active; AID 624126; P08173; CHO-K1 hM4/Gqi5, Fluo-8 calcium fluorescence, ACh EC20; 0% = ACh EC20, 100% = maximal ACh;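 active = activation above its plate's cutoff, the mean activation of sample wells plus 3 SD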; note: some results filed as inactive read as strong as hits
Active calls of the source: *; nt = not tested or not shown.

Structure,CHRM4 PAM,M5 ag,CRFR2-BP ag,CHRM5 antagonist,CHRM1 PAM,CHRM4 agonist,CHRM4 antagonist,CHRM5 PAM,CRFBP-R2 block
CC(C)n1c(=O)c2ccccc2n1Cc1cn(C2CCCC2)nn1,-2,-5,nt,7,0,0,-4,0,nt
COc1cc(/C=N/N2CCN(Cc3ccc(Cl)cc3)CC2)cc(Br)c1O,-1,-2,-0.2,6,2,1,-10,-8,0
Cc1ccc(Cn2c(SCC(=O)N/N=C/c3ccccc3OCC(=O)O)nc3ccccc32)cc1,26,2,-1.6,-3,9,1,5,9,12
CCOc1ccc(C(=O)CN2CCN(S(=O)(=O)c3ccc(Br)cc3)CC2)cc1,-3,-4,0.2,15,-3,2,-3,-4,-13
O=C(Cn1c(=O)sc2ccccc21)NCc1ccccn1,15,-1,2.1,-5,17,1,-18,3,-3
CN(C)S(=O)(=O)n1cc(/C=C(\NC(=O)c2ccccc2)C(=O)NCCN2CCOCC2)c2ccccc21,2,0,0.1,-3,-5,5,1,-2,3
O=C(Nc1ccc(O)c2c(=O)cc(-c3cccc(Cl)c3)oc12)c1ccc(F)cc1,2,5,-1.3,6,9,1,-6,2,3
COc1ccccc1C(=O)Nc1cc(Cl)ccc1-n1cncn1,-1,-2,0.2,7,12,5,-15,-8,-9

More records follow.
Structure,CHRM4 PAM,M5 ag,CRFR2-BP ag,CHRM5 antagonist,CHRM1 PAM,CHRM4 agonist,CHRM4 antagonist,CHRM5 PAM,CRFBP-R2 block
COC(=O)c1ccc(CSc2nc3ccccc3c(=O)n2Cc2ccco2)o1,-24,-4,1.9,19,-20,4,25,-14,19
O=C(NCCCN1CCc2ccccc2C1)Nc1ccc(Cl)cc1,-24,-3,4.5,8,-17,9,20,-10,-31
CC(NS(=O)(=O)c1ccc(Cl)cc1)C(=O)Nc1ccc2c(c1)OCCO2 (stereo not given),3,1,-1.9,-1,15,1,4,-2,2
Cc1cc(OCc2cn(CC(=O)c3ccc(O)cc3)nn2)ccc1[N+](=O)[O-],-4,4,-1.4,3,-2,5,3,-3,-28
CCCCCCCCCCOC(=O)C[N+](C)(C)C/C=C(/C)Cl,-17,-11,-0.3,14,-22,1,16,-14,14
COc1ccc(C2=Nc3ccccc3N(C(=O)c3ccncc3)C2C(=O)NC(C)(C)C)cc1 (stereo not given),4,1,nt,-7,nt,0,-1,-1,nt
NNC(=O)c1cc(O)c(O)c(O)c1,-5,-4,-2.2,-2,12,0,7,-2,2
O=C(c1cc(-c2ccc(Br)cc2)n[nH]1)N1CCN(C(=O)c2ccccc2Br)CC1,-2,-1,2.1,3,6,8,-4,-6,-24

Following part.
Structure,CHRM4 PAM,M5 ag,CRFR2-BP ag,CHRM5 antagonist,CHRM1 PAM,CHRM4 agonist,CHRM4 antagonist,CHRM5 PAM,CRFBP-R2 block
CCC(C)[C@H](NC(=O)N1CC(=O)Nc2ccccc21)C(=O)N[C@H](Cc1ccccc1)C(=O)O (stereo not given in full),4,2,-1.9,6,5,1,-12,-2,3
C#CCNC(=O)C1=C[C@@H](c2ccccc2)[C@H](CCCO)[C@@H](OCC)O1,6,0,-1.3,15,-13,0,12,-9,-1
CCOC(=O)Cn1c(-c2ccc(Cl)nc2)nc2ccccc21,1,-8,-4.3,-13,3,2,-12,-1,5
COc1ccc(S(=O)(=O)N2CCOCC2)cc1NC(=O)COc1ccc(C)cc1,5,1,-6.8,1,6,4,-4,3,-16
CCCOC(=O)c1cc(NC(=O)/C=C/c2ccccc2)ccc1O,-3,-5,nt,3,-3,4,-11,-5,nt
Cc1ccnc(NS(=O)(=O)c2ccc(NS(=O)(=O)c3ccc(Br)cc3)cc2)n1,12,1,0.9,-21,8,1,-11,5,-12
O=C(NCc1ccccn1)C(=O)NCC(c1ccco1)N1CCOCC1 (stereo not given),-3,4,-0.2,2,10,1,0,9,-8
CN(CC(=O)Nc1ccccc1Cl)C(=O)c1cc(-c2cccs2)nn1-c1ccccc1,7,3,1.8,-4,7,2,-2,-1,2

More compounds follow:
Structure,CHRM4 PAM,M5 ag,CRFR2-BP ag,CHRM5 antagonist,CHRM1 PAM,CHRM4 agonist,CHRM4 antagonist,CHRM5 PAM,CRFBP-R2 block
CC(C)[C@H](NS(=O)(=O)c1ccccc1)C(=O)OCc1cc([N+](=O)[O-])cc2c1OCOC2,-2,-2,-1.9,11,6,11,-13,-7,4
Cc1cccc(N2CC(C(=O)Nc3nnc(SCCC4OCCO4)s3)CC2=O)c1 (stereo not given),5,5,-1.6,-2,-1,3,1,3,-2
O=C(Cn1cc([N+](=O)[O-])cn1)NCCc1nc2ccccc2[nH]1,-3,2,0.0,-2,2,0,2,7,1
CC(=NC1CCCCC1)C1=C(O)c2ccccc2C1=O,6,1,-0.3,5,-6,5,3,-5,-5
CC(C)n1ncc2c(C(=O)N3CCN(c4ccccc4)CC3)cc(-c3ccccc3)nc21,15,-1,-1.1,-6,10,0,-21,3,15
CCOC(=O)N1CCC(N(CCN(C)C)C(=S)Nc2cc(C)cc(C)c2)CC1,3,-5,5.2,-7,-10,0,2,10,1
Cc1ccc(CN2CCC(n3nccc3NC(=O)C3CCOC3)CC2)cc1 (stereo not given),0,-3,-1.9,-1,9,2,-4,-4,-29
COC(=O)Cc1ccc(NC(=S)N2CCN(c3ccc(OC)cc3)CC2)cc1,1,2,-1.3,22,0,7,-14,-11,20

The results go on:
Structure,CHRM4 PAM,M5 ag,CRFR2-BP ag,CHRM5 antagonist,CHRM1 PAM,CHRM4 agonist,CHRM4 antagonist,CHRM5 PAM,CRFBP-R2 block
COc1ccc(CCNC(=O)C2CCN(S(=O)(=O)N3CCOCC3)CC2)cc1OC,6,1,-0.1,-3,5,3,-14,1,-2
COc1ccccc1CNC(=O)C1CCN(C(=O)[C@@H]2Cc3ccccc3CN2)CC1,0,-10,1.5,11,5,0,-7,-5,0
CC(C)CC(c1nnnn1C(C)C)N1CCN(c2ccccc2)CC1 (stereo not given),6,-2,0.7,-2,8,0,-6,3,3
Cn1c(NCCCO)nc2ccccc21,-3,-1,-1.5,2,2,0,7,-6,6
CC(C)n1c(=O)c2ccccc2n1Cc1cn(Cc2cccnc2)nn1,12,-1,nt,-3,12,0,-8,9,nt
CC1(C)Cc2c(sc(NC(=O)c3ccccc3)c2C(=O)O)CO1,-1,-1,-2.7,10,7,0,-2,-4,12
CC12CC3CC(C)(C1)CC(C(=O)NC(=S)N1CCOCC1)(C3)C2,7,0,-0.1,-6,1,-1,-9,5,-4
Cc1ccc2oc(-c3cccc(NC(=S)NC(=O)c4cccs4)c3)nc2c1,14,-2,-1.4,-4,5,1,1,4,-5

Next section.
Structure,CHRM4 PAM,M5 ag,CRFR2-BP ag,CHRM5 antagonist,CHRM1 PAM,CHRM4 agonist,CHRM4 antagonist,CHRM5 PAM,CRFBP-R2 block
CCN(c1ccccc1)S(=O)(=O)c1ccc(Cl)c(NC(=O)CN2CCN(C)CC2)c1,7,-6,0.7,-3,-9,2,-22,-8,9
Cc1ccc(-n2nnnc2SCC(=O)c2cc(C)n(-c3cc(C)on3)c2C)c(C)c1,-6,2,0.2,2,-4,0,-15,-5,-5
Cc1ccccc1N=Cc1cc2c(cc1O)OC(N)=C(C#N)C2c1ccccc1 (stereo not given),18,5,14,2,13,1,-2,12,-7
O=C(CSc1ccc(S(=O)(=O)N2CCOCC2)cn1)Nc1ccc(OC(F)F)cc1,2,5,-0.9,11,-1,3,-6,-9,9
CC(C)CCC(CCN1CCOCC1)c1ccc2c(c1)OCO2 (stereo not given),-16,-12,-1.5,8,-10,-1,11,-14,-17
CSc1nc(NC(C)=O)nc(C)c1Br,2,-5,0.0,-1,8,0,9,3,4
CC(C)(C)N(Cc1cc2ccccc2[nH]c1=O)C(=O)C1CCCCC1,2,11,2.2,79*,5,0,2,0,-50
CCCn1c(SCC(=O)Nc2cccc(S(=O)(=O)N(C)C)c2)nc2ccccc2c1=O,-9,1,-1.8,4,1,3,6,3,4

The last 2 compounds of the part above come first, to join the parts:
Structure,CHRM4 PAM,M5 ag,CRFR2-BP ag,CHRM5 antagonist,CHRM1 PAM,CHRM4 agonist,CHRM4 antagonist,CHRM5 PAM,CRFBP-R2 block
CC(C)(C)N(Cc1cc2ccccc2[nH]c1=O)C(=O)C1CCCCC1,2,11,2.2,79*,5,0,2,0,-50
CCCn1c(SCC(=O)Nc2cccc(S(=O)(=O)N(C)C)c2)nc2ccccc2c1=O,-9,1,-1.8,4,1,3,6,3,4
Cc1ccccc1NC(=O)c1nc[nH]c1C(=O)NCc1ccccc1,1,-6,-0.6,3,0,0,10,-6,-6
O=C(N/N=C/c1ccncc1)/C(=C/c1ccccc1)NC(=O)c1ccccc1,11,1,0.6,-1,0,2,6,4,-9
CC(C)CCNC(=O)CNC(=S)N(CCCN1CCOCC1)Cc1cccs1,6,-2,0.2,-2,13,0,-8,2,0
CCOc1ccc(N=C(NN)c2ccc3ccccc3n2)cc1,-5,-2,-3.6,4,2,2,1,-3,10
CC(=O)N1N=C(c2ccccc2)CC1c1cn(Cc2ccccc2)c2ccccc12 (stereo not given),-4,0,2.4,17,-9,7,-7,-10,28
Cc1cccc(S(=O)(=O)NC(=O)C2(C)CCN2C(=O)CC2CCCCC2)c1 (stereo not given),5,-1,nt,2,12,1,-5,2,nt
COc1ccc(CNC(=O)C(=O)NCCC2CCCCN2S(=O)(=O)c2ccc(C)cc2)cc1 (stereo not given),-1,-2,1.4,2,-1,8,-22,-6,-10
CC1=CC=CN2CC(O)CN=C12 (stereo not given),14,-3,-2.3,-4,7,1,-22,-2,11

Going on with the list:
Structure,CHRM4 PAM,M5 ag,CRFR2-BP ag,CHRM5 antagonist,CHRM1 PAM,CHRM4 agonist,CHRM4 antagonist,CHRM5 PAM,CRFBP-R2 block
CCOc1cccc(C(=O)Nc2nnc(-c3ccco3)s2)c1,2,1,2.9,-1,0,1,-9,1,-11
Cc1cc(C)nc(/N=C(/NC(=O)Nc2ccc(Cl)c(Cl)c2)Nc2cccc(Cl)c2)n1,4,1,16,3,-5,1,9,1,-43
CCCCCCCCN1C(=O)[C@H](CC(=O)NCC23CC4CC(CC(C4)C2)C3)C[C@@]2(C(=O)OCC)CCC=C12,-1,-2,nt,-12,nt,0,-7,0,nt
O=C(COc1ccccc1)NC1CCCCC1,10,-1,-2.4,3,9,1,0,-3,-3
